mcGAS lum = inhibitors of mouse cGAS. AID 1259399. Q8C6L5. inhibition, % at 12.5 µM. recombinant cGAS, Kinase-Glo ATP depletion luminescence. 160,000 tested, 0.15% active;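 also: 0% = negative control wells and 100% = reference inhibitor with no enzyme activity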
hcGAS inh = human cGAS inhibition. Q8N884. recombinant h-cGAS, ATP depletion, Kinase-Glo luminescence. inhibition, % at 12.5 µM. 290,000 tested, 0.081% active;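 also: 0% = vehicle reaction and 100% = reaction without DNA for no activity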
Target sequence (Q8N884 whole entry, looked up): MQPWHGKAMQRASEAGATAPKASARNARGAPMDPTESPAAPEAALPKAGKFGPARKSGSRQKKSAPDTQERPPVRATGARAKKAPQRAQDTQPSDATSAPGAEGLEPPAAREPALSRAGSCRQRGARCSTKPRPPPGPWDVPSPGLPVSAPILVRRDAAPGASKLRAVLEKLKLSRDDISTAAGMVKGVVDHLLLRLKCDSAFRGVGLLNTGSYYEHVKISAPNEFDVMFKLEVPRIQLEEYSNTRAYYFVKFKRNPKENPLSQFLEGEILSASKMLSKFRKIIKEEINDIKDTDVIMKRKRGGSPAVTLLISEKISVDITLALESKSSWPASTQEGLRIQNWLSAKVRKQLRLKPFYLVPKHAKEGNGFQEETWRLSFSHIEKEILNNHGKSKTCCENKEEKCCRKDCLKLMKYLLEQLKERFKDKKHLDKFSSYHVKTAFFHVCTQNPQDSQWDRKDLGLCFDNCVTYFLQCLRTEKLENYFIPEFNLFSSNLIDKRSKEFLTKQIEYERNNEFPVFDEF
NPYLR7 ag = activates Aedes aegypti NPYLR7 receptor; 270,000 tested, 0.15% active; HEK293T NPYLR7/Galpha15, GCaMP6s calcium fluorescence; AID 1259423; activation, % at 10 µM; in the data active = activation above about 40%;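 also: 0% = vehicle and 100% = reference agonist at the receptor; some compounds past the cut are filed as inactive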
An asterisk follows results filed as active; . = not tested or not shown; & = joins results of further samples. Rule as the data show it, unless noted: active = inhibition above about 40%; inactive = the rest.

A first look:
SMILES | mcGAS lum | hcGAS inh | NPYLR7 ag
O=C(NC1CCCCC1)O[C@@H]1CO[C@H]2[C@@H]1OC[C@@H]2n1cc(-c2ccccn2)nn1 | -8 | -6 | -10
CCOCCCn1c(SCc2ccccc2C#N)nc2cc(C(=O)OCC)ccc21 | -8 | -5 | 11
COc1cc(/C=C/c2[nH]c(=O)[nH]c(=O)c2[N+](=O)[O-])cc(Cl)c1O | . | 5 | -8
Cc1cccc(-n2c(-c3ccccc3F)n[nH]c2=S)c1 | . | -4 | -5
O=C(c1ccc(F)cc1)N1CCCC(OCc2cccc([N+](=O)[O-])c2)C1 (stereo not given) | . | 3 | -4
COc1ccc(S(=O)(=O)N2CCC(Cc3ccccc3)CC2)cc1N1CCN(C(=O)c2cc(F)ccc2F)CC1 | -9 | 1 | 28
C=C(C)CN(CC)C(=O)c1cc(-c2cccs2)nn1C | -16 | -6 | 6

All compounds of this part, from the first entry:
SMILES | mcGAS lum | hcGAS inh | NPYLR7 ag
O=C(NC1CCCCC1)O[C@@H]1CO[C@H]2[C@@H]1OC[C@@H]2n1cc(-c2ccccn2)nn1 | -8 | -6 | -10
CCOCCCn1c(SCc2ccccc2C#N)nc2cc(C(=O)OCC)ccc21 | -8 | -5 | 11
COc1cc(/C=C/c2[nH]c(=O)[nH]c(=O)c2[N+](=O)[O-])cc(Cl)c1O | . | 5 | -8
Cc1cccc(-n2c(-c3ccccc3F)n[nH]c2=S)c1 | . | -4 | -5
O=C(c1ccc(F)cc1)N1CCCC(OCc2cccc([N+](=O)[O-])c2)C1 (stereo not given) | . | 3 | -4
COc1ccc(S(=O)(=O)N2CCC(Cc3ccccc3)CC2)cc1N1CCN(C(=O)c2cc(F)ccc2F)CC1 | -9 | 1 | 28
C=C(C)CN(CC)C(=O)c1cc(-c2cccs2)nn1C | -16 | -6 | 6
CC1(C(=O)Nc2ccccc2F)CCN1C(=O)CCc1cccs1 (stereo not given) | -7 | -8 | 4
CC(=O)Oc1c(-c2ccc(NC(=O)c3ccc4c(c3)OCO4)cc2)c(C(C)C)nn1-c1cccc(C)c1 | -5 | -4 | 3
CCOC(=O)Cn1ncc2c1CCN(C(=O)c1ccc(C(F)(F)F)cc1)C2 | . | -10 | 0
O=C(c1ccccc1OC(F)(F)F)N1CCN(c2nccc(-c3ccc(Oc4ccccc4)cc3)n2)CC1 | -5 | -1 | 1
O=Cc1ccc2[nH]c3cc(Cl)ccc3c(=O)c2c1 | . | 3 | 7
CCOC(=O)c1c(C)n(-c2ccccc2)c2ccc(OC(=O)CC)cc12 | -2 | -2 | 4
CC(C)CCSc1nc2c(c(=O)[nH]c(=O)n2C)n1CCC(C)C | -7 | -7 | .
CC(c1cccc(-c2cc3c(cc2C(N)=O)OCO3)c1)N1CCCC1 (stereo not given) | . | 0&0 | 14&8

Structural class: the entries above containing an aryl thioether with sulfur outside any ring
SMILES | mcGAS lum | hcGAS inh | NPYLR7 ag
CCOCCCn1c(SCc2ccccc2C#N)nc2cc(C(=O)OCC)ccc21 | -8 | -5 | 11
CC(C)CCSc1nc2c(c(=O)[nH]c(=O)n2C)n1CCC(C)C | -7 | -7 | .

The list goes on:
SMILES | mcGAS lum | hcGAS inh | NPYLR7 ag
Cc1ccccc1N1CCN(c2nc(-c3ccccc3)c3cc(Br)ccc3n2)CC1 | -1 | 1 | 4
CN(C)c1ccc(NC(=O)C2CC2)cc1CN(Cc1ccc(F)cc1)C(=O)c1ccco1 | -9 | -3 | 21
O=C1CC(N2CCN(Cc3ccc4c(c3)OCO4)CC2)C(=O)N1CCc1ccccc1 (stereo not given) | -6 | -5 | -9
COc1ccc(CN2CCCn3cccc3C2c2ccc(C)cc2C)cc1OC (stereo not given) | -4 | -1 | 19
N#CC(c1ccccc1)C1CCCN1CC(=O)Nc1ccc(S(=O)(=O)C(F)F)cc1 (stereo not given) | . | -8 | 4
CCc1ccc2occ(CC(=O)Nc3ccc(Cl)cc3)c2c1 | -1 | 4 | 12
CC(=O)c1ccc(NC(=O)N2CCN(CC(OCc3cccc(C)c3)c3ccc(Cl)cc3)CC2)cc1 (stereo not given) | -4 | -3 | .
CSc1nnnn1-c1cccc(NC(=O)c2ccccn2)c1 | . | -4 | -3
CC1=C(c2ccc(Cl)cc2)[N+](=O)C(C)(c2ccc(Br)cc2)N1[O-] (stereo not given) | . | -3 | 11
c1ccc2c(N3CCN(Cc4cc5n(n4)CCCNC5)CC3)nsc2c1 | . | -8 | -3
COCCC1CN(Cc2c(F)ccc(OC)c2Cl)CCO1 (stereo not given) | -3 | 0 | 5
CCN(C)c1ccc(CNc2c(C#N)c(=O)n(C)c(=O)n2C)cc1F | -17 | -9 | 15
Nc1cc(-c2ccc(Cl)cc2)nn1-c1ccc(C(=O)NCC2CCCCC2)cc1 | -3 | -10 | -7
CCc1ccc(CN(C)C(=O)C2CCC(=O)N(CC3CCCCC3)C2)nc1 (stereo not given) | . | -1 | 1
CCC(CC)n1ncc(C)c1NC(=O)CCc1cccnc1 | . | 2 | -7
CC(=O)OCCOCn1cnn2c(=O)c([N+](=O)[O-])c(C)nc12 | -3 | -8 | -2
CCSc1nnc(SCC(=O)Nc2cccc([N+](=O)[O-])c2)s1 | 0 | 1 | -1
O=C(NN=Cc1ccccn1)c1cccc([N+](=O)[O-])c1 | . | 4 | 0
COc1ccc2[nH]c3c(c2c1)CCN(C(=O)c1ccc(OC(F)(F)F)cc1)C3C(C)Cc1ccc2c(c1)OCO2 (stereo not given) | -7 | -14 | 6
CCOCCOc1nc(-c2ccc(OC)cc2)n(-c2cccc(NCC(C)O)c2)n1 (stereo not given) | -4 | -5 | -2
Cc1ncc2c(c1CNC(=O)/C=C/c1ccccc1)CCN(C(=O)C1CC(=O)OC13CCCCC3)C2 (stereo not given) | -24 | -8 | 7
CSc1ccc2cc(CN3CCN(C)C(C(=O)O)C3)c(=O)[nH]c2c1 (stereo not given) | . | -6 | 3
CCc1ccccc1OCCN(C)C(=O)c1c(O)cccc1F | . | -3 | 12
O=C(CC1CSc2nccc(=O)n21)NCc1cccnc1 (stereo not given) | . | -1 | 1
COCCn1c(C)cc(C2=NNC(=NC3CC3)SC2)c1C | -31 | -26 | 0
COCCN(Cc1cccs1)C(=O)C1CCCN1C(=O)C1CCCCC1 (stereo not given) | . | -3 | -7
CCOCCn1c(=O)c2c(nc3n2CCCN3c2ccc(Br)cc2)n(C)c1=O | -10 | -7 | .
O=C(NCc1ccccn1)C1CCN(C2CCN(C(=O)C3=CCCC3)CC2)CC1 | . | -4 | 4
CC(=O)N[C@@H]1C[C@H](CC(C)C)O[C@H](c2cn[nH]c2-c2ccc(F)cc2)C1 | -17 | -7 | 3
CCOC(=O)c1cc2c(=O)n3cccc(C)c3nc2n(CC(C)C)c1=N | -5 | -6 | 1

Overlap with the part before: 2 compounds, followed by the next part.
SMILES | mcGAS lum | hcGAS inh | NPYLR7 ag
CC(=O)N[C@@H]1C[C@H](CC(C)C)O[C@H](c2cn[nH]c2-c2ccc(F)cc2)C1 | -17 | -7 | 3
CCOC(=O)c1cc2c(=O)n3cccc(C)c3nc2n(CC(C)C)c1=N | -5 | -6 | 1
c1nc(N2CCc3nc[nH]c3C2)c2cc[nH]c2n1 | -10 | -2 | 1
CCn1nnc2c(NCc3ccc(Cl)cc3)ncnc21 | . | 5 | 5
COc1ccc(CN2C(=O)N(C)C3(CCN(Cc4cccc(Oc5ccccc5)c4)CC3)C2=O)cc1 | -10 | 0 | -6
CCOC(=O)C1CCCN(C(=O)c2cccc(CSc3nc(C)c(C)c(N4CCOCC4)n3)c2)C1 (stereo not given) | -4 | -5 | 4
CCn1cc(Cl)c(C(=O)N2CCC(Cc3nnc(SC)n3C)CC2)n1 | . | -9 | 5
COc1cccc(CN(Cc2cccc(C(F)(F)F)c2)Cc2nc(C(=O)NCc3ccccc3)co2)c1 | 3 | 5 | 8
Cc1ccc(C(=O)NCC(C)Oc2cccnc2)cc1NC(=O)C1CCCC1 (stereo not given) | -8 | -8 | 21
CCN1CCCC1CNC(=O)C1CCCCN1S(C)(=O)=O (stereo not given) | . | -3 | 2
Cc1cccc(-c2cc(N)n(-c3ccc(C(=O)NCCOc4ccccc4)cc3)n2)c1 | -7 | -5 | -7
O=C(COc1ccccc1)NCCN1CCn2cc(OCc3ccccc3)c(=O)cc2C1=O | . | 0 | 8
O=C(c1ccccc1C1CCNC1)N1CC=C(c2ccc(F)cc2)CC1 (stereo not given) | -11 | -2 | 2
COc1cccc2c1OCCCN(C(=O)c1cccc(Cn3cccn3)c1)C2 | . | -3 | 3
Cc1cccc(C(=O)NC2CCN(c3ccccc3C(=O)N3CCc4ccccc4C3)CC2)c1 | -7 | -4 | 20
CCCCSc1nnc2c(n1)OC(C1CC=C(C)CC1)Nc1ccccc1-2 (stereo not given) | -6 | -1 | -9
CNC(=O)c1ccccc1NCc1ncnn1C | . | -8 | 4

Looked up by compound from the list above, 3 records:
SMILES | mcGAS lum | hcGAS inh | NPYLR7 ag
c1ccc2c(N3CCN(Cc4cc5n(n4)CCCNC5)CC3)nsc2c1 | . | -8 | -3
Cc1ccccc1N1CCN(c2nc(-c3ccccc3)c3cc(Br)ccc3n2)CC1 | -1 | 1 | 4
COc1ccc2[nH]c3c(c2c1)CCN(C(=O)c1ccc(OC(F)(F)F)cc1)C3C(C)Cc1ccc2c(c1)OCO2 (stereo not given) | -7 | -14 | 6

Further records follow:
SMILES | mcGAS lum | hcGAS inh | NPYLR7 ag
Nn1c(SCc2ccccc2F)nncc1=O | -6 | -13 | -2
O=C1CC(C(=O)Nc2ccccc2F)C2=C(CCCC2=O)N1 (stereo not given) | . | -3 | 1
COc1ccc(OC)c2c1CN(C(=O)Nc1ccccc1)CC2O (stereo not given) | . | -6 | 16
CN(C)Cc1ccc(C2CCCN2CC2CCC(N)CC2)cc1 (stereo not given) | . | -11 | 4
CC(C)c1cc(C(=O)NCc2noc(-c3c(F)cccc3F)n2)no1 | . | -5 | 1
CCOc1ccc2nc(N(CCCn3ccnc3)C(=O)c3cccs3)sc2c1 | -8 | -4 | -11
CCOC(=NC(=O)c1cccs1)N(C)C1CCN(C)CC1 | 1 | -2 | 2
COc1ccc(NC(=O)CN(C)C(=O)CCCOc2ccccc2)cc1 | . | -8 | -3
O=C(c1ccc(Cl)cc1)C1CCCN(C(=O)c2ccc(-n3cccn3)cc2)C1 (stereo not given) | -10 | -10 | 2
Cc1cc(C)n(-c2cc(N3CCN(C(=O)C(C)(C)C)CC3)ncn2)n1 | -8 | -3 | -8
CS(=O)(=O)NC1=NCN(CCC2=CCCCC2)CN1 | . | -6 | 1
Oc1ccc(C2=NN=CC2Oc2ccccc2)c(O)c1O (stereo not given) | . | 27 | 6
COc1ccc(Cl)cc1N1CCN(C(=O)Nc2ccc(C)cc2)C(C)C1=O (stereo not given) | -6 | -4 | -2
CC(=O)c1ccc(S(=O)(=O)N2CCC(C(=O)NC3CCC4CCCCC4C3)CC2)cc1 (stereo not given) | . | -3 | 3
COc1nc(-c2cccc(F)c2)n(-c2ccc(NC(=O)CC(C)C)cc2)n1 | -5 | -4 | .
O=C(c1cn(Cc2ccc(F)cc2)nn1)N1CCN2CCCC2C1 (stereo not given) | -10 | -3 | .
CCOC(CNC(=O)c1c(O)nc2ccccn2c1=O)OCC | -8 | -6 | 6
Cc1cc(CSc2nnc(-c3ccc4c(c3)OCO4)o2)no1 | . | -7 | 21
NC(=O)NC(=O)Cn1ncc(Cl)c(Cl)c1=O | -8 | -9 | -2
CCCS(=O)(=O)N1CCCC(C(=O)Nc2ccccc2-n2ncc3c(=O)[nH]cnc32)C1 (stereo not given) | . | -6 | 2
CCN(Cc1ccncc1)C(=S)Nc1ccc(OC)cc1 | -8 | -8 | -4
CCc1nc(C)c(C(=O)N2CCC3(CCCN(Cc4cccc(OC)c4)C3)C2)o1 (stereo not given) | . | -7 | 22
FC(F)n1nnn(-c2ccccc2)c1=S | . | -12 | 0
O=C(C[C@@H]1O[C@H](CNC(=O)N2CCOCC2)[C@@H](O)[C@H]1O)Nc1ccccc1 | -7 | -6 | -4
O=C(Nc1ccc(Cl)cc1)N1CCCC(c2nnc(Cc3ccc(F)cc3)o2)C1 (stereo not given) | -6 | 0 | -6
